Screens: PubChem, National Center for Advancing Translational Sciences (NCATS)
HCV inhibitor: inhibitors of hepatitis C virus infection | Huh7.5.1 HCVcc-Cre infection, luciferase reporter, 44 h | Potency, µM (highest dose often 41.8 µM), without a hit: top-dose activity change, negative = inhibition, actives largely listed as inhibitors | 340,000 tested, 3.4% active; note: potency is the fitted concentration of half-maximal effect
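Whole-lifecycle infectious HCVcc-Cre system; cells 1,000/well, compound then virus (~0.5 moi) added 4 h after plating, 44 h culture. Luciferase read 15 sec following 15 min substrate incubation, room temp.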
HCMV inh: human cytomegalovirus inhibition; HFF cells, HCMV-luciferase reporter, 72 h; stronger effect = lower value; 410,000 tested, 4.5% active; activity change, negative = inhibition, % at 57.5 µM; in the data active = activity change below about -60%; inconclusive = no clear call, values can overlap the other calls; inactive = above about -39%
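Screen run at 2 compound doses on HFFs infected with reporter HCMV, MOI 1 PFU/cell. Luciferase activity from cell lysates at 72 h post infection gave inhibition relative to buffer-only and Salinomycin wells.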
AmpC detergent: blocks E. coli AmpC beta-lactamase in detergent assay; 370,000 tested, 0.041% active; AmpC hydrolysis of nitrocefin, absorbance 480 nm, 0.01% Triton; Potency, µM (doses to about 114 µM), without a hit: top-dose activity change, negative = inhibition, hits mostly inhibitors; P00811;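 note: potency is the fitted concentration of half-maximal effect; 0% = no-compound wells and -100% = no-enzyme wells; nearly all actives have a fitted effect of over 25% in size; some results filed as inactive show a strong effect at the top dose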
Target sequence (P00811 whole entry, looked up): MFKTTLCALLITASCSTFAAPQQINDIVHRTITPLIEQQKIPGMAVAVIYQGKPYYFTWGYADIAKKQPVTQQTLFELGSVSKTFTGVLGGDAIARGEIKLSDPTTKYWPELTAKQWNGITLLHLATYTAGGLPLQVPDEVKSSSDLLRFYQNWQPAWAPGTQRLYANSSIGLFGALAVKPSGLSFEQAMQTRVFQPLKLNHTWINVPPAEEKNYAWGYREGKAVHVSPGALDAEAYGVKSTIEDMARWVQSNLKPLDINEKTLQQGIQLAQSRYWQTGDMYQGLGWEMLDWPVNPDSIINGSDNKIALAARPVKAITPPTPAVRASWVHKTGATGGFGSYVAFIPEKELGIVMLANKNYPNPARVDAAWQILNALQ
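20 mM phosphate pH 7.0 + 0.01% (detergent screen) or 0.0001% Triton X-100; 5.3 nM AmpC reagent; cpd preinc 15 min RT; nitrocefin (800 uM stock) to start; A480 q20 s × 4 min; Activity was normalised to no-enzyme and no-compound control wells.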
Sm TGR inh: inhibitors of Schistosoma mansoni thioredoxin glutathione reductase; Q962Y6; Potency, µM (series often up to 114 µM), without a hit: top-dose activity change, negative = inhibition, usual class: inhibitors; purified TGR, DTNB reduction, TNB absorbance 405 nm; 360,000 tested, 3% active; note: potency is the fitted concentration of half-maximal effect; nearly all actives have a fitted effect of over 60% in size
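First, TGR (20 nM dispensed) and NADPH were mixed with compound. Second, a 15 min room-temperature incubation followed. Third, further NADPH and then DTNB were added to start the reaction. Finally, TNB absorbance was monitored kinetically.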
AMA1 RON2 block: AMA1-RON2 (P. falciparum) interaction inhibition. 360,000 tested, 0.2% active. AID 720542. Potency, µM (top dose mostly 58.2 µM), for inactives: at the top dose activity change, negative = inhibition, actives largely listed as inhibitors. AlphaScreen AMA1-biotinylated RON2 peptide binding;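 note: potency is the fitted concentration of half-maximal effect; 0% = vehicle wells and -100% = peptide control; nearly all actives have a fitted effect of over 45% in size; some results filed as inactive show a strong effect at the top dose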
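AMA1 (3D7) with his tag at 25 nM final met compounds first, then biotinylated RON2 peptide at 25 nM; detection used donor plus acceptor beads, 10 µg/mL apiece, read by AlphaScreen after 30 min at room temperature.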
Giardia FBPA inh: Giardia lamblia aldolase inhibition; A8B2U2; purified Giardia FBPA; Potency, µM (highest dose often 59.6 µM), for the others: at the highest dose activity, negative = inhibition, most hits filed as inhibitors; AID 2451; 290,000 tested, 0.71% active; note: potency is the fitted concentration of half-maximal effect; nearly all actives have a fitted effect of over 55% in size
Target sequence (A8B2U2 whole entry, looked up): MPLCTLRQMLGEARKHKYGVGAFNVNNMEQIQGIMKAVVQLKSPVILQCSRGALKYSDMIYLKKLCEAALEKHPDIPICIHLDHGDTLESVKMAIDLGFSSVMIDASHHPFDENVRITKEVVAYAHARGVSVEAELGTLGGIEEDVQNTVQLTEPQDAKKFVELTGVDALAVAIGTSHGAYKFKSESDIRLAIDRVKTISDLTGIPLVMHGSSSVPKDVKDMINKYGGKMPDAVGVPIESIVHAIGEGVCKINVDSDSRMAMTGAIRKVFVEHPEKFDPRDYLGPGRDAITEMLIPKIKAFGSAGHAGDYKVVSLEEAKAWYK
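Giardia FBPA (40 nM reagent) was preincubated 10 min at RT with compound (up to 57.5 uM final), then substrate plus GAPDH/TPI/NAD/arsenate coupling system with diaphorase/resazurin was added; resorufin fluorescence (525/598 nm) was read after 20 min.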
* = called active by the depositor; ? = inconclusive; / = no result given; & = joins results of further samples; [ ] = remark or other dose. Unless noted, calls come from the whole dose curve; as a rule, active = well fitted curve in the direction sought with a large enough effect; inconclusive = small, poorly fitted or top-dose-only effect, or another doubt; inactive = no such curve, though single readings can be large; an effect the other way counts as inactive or inconclusive. Unless noted, % is set by controls: 0 for no effect and ±100 for the full control effect.

Under each structure – HCV inhibitor | HCMV inh | AmpC detergent | Sm TGR inh | AMA1 RON2 block | Giardia FBPA inh
COc1cccc(NC(=O)CSc2nnc3scc(-c4ccc(Cl)cc4)n23)c1
  / | -34 | -8% | -1% | / | /
Cc1cn(C2CC3OCC3O2)c(=O)[nH]c1=O (centres undefined)
  22% | 20 | -12% | -1% | -4% | 4%
CCSC1OC(C(COC(C)=O)OC(C)=O)C(OC(C)=O)C1NC(C)=S (centres undefined)
  17% | -23 | / | / | 0% | /
CCn1cc(CNC(=O)C2CCC(=O)N(CCc3cccc(F)c3)C2)cn1 (centres undefined)
  -1% | -35 | 0% | 1% | 10% | 9%
COc1cccc(NC(=O)Nc2cccc(C(=O)O)c2)c1
  14% | 42 | 7% | -1% | 7% | 9%
O=C(CCN1CCN(Cc2ccccc2)CC1)NNC(=O)Cc1ccc(Cl)c(Cl)c1
  ? | -11 | ? | 1% | 39%[activator] | 6%
COc1ccc(NC(=O)CCCN(C)S(=O)(=O)c2ccc(C)cc2)cc1
  ? | 14 | -12% | -10% | 1% | 0%
C/C(CC(=O)Nc1ccccc1[N+](=O)[O-])=N\NC(=O)COc1ccccc1C
  11% | -8 | 5% | 0% | 38%[activator] | -2%
Cc1ccc(C(=O)Oc2ccccc2N2C(=O)C3CCCCC3C2=O)cc1 (centres undefined)
  -1% | 18 | -12% | 0% | 14% | 10%
COc1ccc(F)c(CN2CCC(N3CCC(C(=O)N4CCOCC4)CC3)CC2)c1
  20% | ? | 0% | / | -10% | -4%
Cc1ccc(S(=O)(=O)N2CCN(CC(=O)N/N=C\C(Cl)=C\c3ccccc3)CC2)cc1
  2% | 22 | -12% | 2% | 2% | 4%
CCOC(=O)N1CCC(N2C(=O)c3ccccc3C2Nc2cc(C(=O)OC)cc(C(=O)OC)c2)CC1 (centres undefined)
  4% | 10 | -14% | 1% | 1% | -1%
COCCN1C(=O)c2cc(C(=O)Nc3ccc(OC)c(OC)c3)ccc2C1Nc1ccc(OC)c(OC)c1 (centres undefined)
  4% | 28 | 4% | -11% | 62%[activator] | -14%
Cc1cc(/C=N/NC(=O)c2cccs2)c(C)n1-c1cnccn1
  -22% | 77 | -7% | -4% | 90%[activator] | -9%
O=C(O)CC12CC3CC(C1)CC(n1ncc(NCC4CCCO4)c(Cl)c1=O)(C3)C2 (centres undefined)
  1% | 28 | 7% | 40µM* | 4% | -4%
O=C(/C=C/c1ccc(OC(F)F)cc1)Nc1cccc(S(=O)(=O)NC2=NCCCCC2)c1
  ? | -69* | 0% | 0% | 2% | /
Cc1cc(N2CCN(c3ccccn3)CC2)n2cc(-c3ccccc3)nc2n1
  9% | 24 | -10% | 5% | ? | 16%
CCCCCn1c(SCCN2CCOCC2)nc2c1c(=O)[nH]c(=O)n2C
  ? | 3 | -3% | 3% | -4% | -1%
Cn1cc(C(=O)C(=O)N2CCCc3ccccc32)c2ccccc21
  ? | ? | -10% | -1% | -8% | -17%
C=CCSc1nc2sc3c(c2c(=O)n1-c1ccccc1)CCN(C)C3
  ? | -17 | 1% | -24% | -9% | -27%
Cc1ccc(CNC(=O)[C@H](Cc2ccccc2)NC(=O)C2CCNCC2)cc1
  2% | -21 | -14% | ? | 3% | ?
COc1ccc(CNC(=O)C(=O)NCCC2CCCCN2S(=O)(=O)c2cccs2)cc1 (centres undefined)
  ? | -23 | -3% | -4% | -6% | /
Cc1ccc(CNC(=O)[C@H](C)NC(=O)C2CCN(C(=O)[C@@H]3CCCN3C(=O)OC(C)(C)C)CC2)cc1
  ? | 4 | -10% | 6% | -2% | 5%
Cc1c(Cl)cccc1NC(=O)CCNC(=O)N1CC(=O)Nc2ccccc21
  22% | 55 | -5% | -13% | -2% | -2%
CC(OC(=O)Cn1cnc2c1c(=O)n(C)c(=O)n2C)C(=O)Nc1ccc(Cl)cc1 (centres undefined)
  9% | 5 | 0% | -7% | -2% | /
Cc1ccccc1C(=O)Nc1nc(-c2nnn(-c3ccc(C(C)C)cc3)c2C)ns1
  / | -33 | -1% | -9% | / | /
Cc1noc(C)c1S(=O)(=O)N1CCC(C(=O)NCCC2=CCCCC2)CC1
  ? | -102* | -3% | 1% | -6% | -3%
CN(N)c1ccc2c(C(F)(F)F)cc(C(F)(F)F)nc2n1
  8% | ? | 4% | 1% | 50%[activator] | -25%
O=C(OCC(=O)N1CCc2ccccc21)c1cccc(S(=O)(=O)N2CCCc3ccccc32)c1
  6% | 42 | 3% | -3% | -15% | 0%
Nc1nnc(SCC(=O)NCc2ccc3c(c2)OCO3)s1
  3% | 50 | -8% | -3% | -7% | 10%
N[C@@H](Cc1ccccc1)C(=O)N1CCC(C(=O)N[C@@H](CCC(=O)O)C(=O)O)CC1
  11% | 6 | -9% | 3% | 37%[activator] | -13%
O=C(CSc1oc(-c2ccc(F)cc2)nc1S(=O)(=O)c1ccc(Br)cc1)NC1CCCCC1
  / | 5 | 9% | -5% | / | /
Cc1ccc(S(=O)(=O)c2c(COC(=O)c3ccccc3Cl)c(-c3ccccc3)nn2C)cc1
  ? | 2 | -9% | -4% | 1% | -1%
Cc1ccccc1NC(=O)C1C2CCC(O2)C1C(=O)O (centres undefined)
  -9% | 15 | ? | -29% | 0% | 4%
C/C(=N\NC(=O)c1ccncc1)c1c(O)n(-c2ccccc2)c(=O)[nH]c1=O
  -5% | 3 | -1% | -25% | 86%[activator] | 1%
CCOC(=O)CSc1nc(C)c(C(=O)OCC)s1
  -7% | -31 | ? | -13% | 27% | 9%
Clc1cccc(CNc2nc(-c3cccnc3)nc3ccccc23)c1
  ? | ? | -11% | 8% | -13% | 8%
Cc1noc(C)c1NC(=O)Nc1cccc2c1O[C@H](CN(C)S(=O)(=O)c1cn(C)cn1)[C@@H](C)CN([C@H](C)CO)C2=O
  -2% | 28 | / | / | 21% | /
CCC/C=C(\CCC)C(NC(=O)OCC(C)C)c1ccc(C(=O)OC)cc1 (centres undefined)
  -16%[8.37 µM] | 41 | -14% | 3% | 19% | -6%&-5%
Cc1cc(C)c(-c2c(O)c3cccc4c3n(c2=O)CCC4)c(C)c1
  ? | -22 | ? | 5% | -1% | -6%
COC(=O)c1c(NC(NC(=O)C(C)C)C(Cl)(Cl)Cl)sc2c1CCC2 (centres undefined)
  ? | ? | -6% | 0% | 1%[11.6 µM] | -6%
CCOC(=O)C1CCN(Cc2cc(=O)oc3c(C)c(C)ccc23)CC1
  9% | -4 | -3% | -2% | 2% | 6%
CCOc1ccccc1-c1nc(-c2cccc(Br)c2)no1
  -9% | 10 | -2% | 0% | -23% | -3%
COc1cc(NC(=O)CSc2nnc(NC(C)C)s2)cc(OC)c1OC
  -10% | -4 | 4% | 4% | -6% | 2%
c1ccn2c(c1)nc1c2nc2ccccn21
  7% | 53 | -17% | -16% | -3% | -16%
CSCC[C@H](NC(=O)C(C)(C)Oc1ccc(Cl)cc1)c1nc2ccccc2[nH]1
  -7% | 0 | 0% | 6% | -1% | 3%
Cc1cc(C)cc(NC(=O)C2CCC(CNS(=O)(=O)c3ccc4c(c3)C(C)(C)C(=O)N4C)CC2)c1 (centres undefined)
  / | -34 | 3% | -5% | / | /
COc1ccc2[nH]c(CN3CCN(CC=C(C)C)C(CCO)C3)c(C)c2c1 (centres undefined)
  -14% | -14 | -14% | -19% | -20% | -13%
CCN(CC)S(=O)(=O)c1ccc(N(C)Cc2cccc(OC)c2OC)nc1
  4µM* | ? | -8% | 2% | -10% | -4%
N#CCCN(CCC#N)c1nncs1
  -10% | -4 | 9% | 4% | 8% | 3%

Compounds listed so far with bromine, in the order listed:
Under each structure – HCV inhibitor | HCMV inh | AmpC detergent | Sm TGR inh | AMA1 RON2 block | Giardia FBPA inh
O=C(CSc1oc(-c2ccc(F)cc2)nc1S(=O)(=O)c1ccc(Br)cc1)NC1CCCCC1
  / | 5 | 9% | -5% | / | /
CCOc1ccccc1-c1nc(-c2cccc(Br)c2)no1
  -9% | 10 | -2% | 0% | -23% | -3%

(more compounds)
Under each structure – HCV inhibitor | HCMV inh | AmpC detergent | Sm TGR inh | AMA1 RON2 block | Giardia FBPA inh
COc1ccc2c(c1)C=C(CN1CCN(C3CCCC3)C(CCO)C1)CO2 (centres undefined)
  ? | -15 | 4% | / | -2% | 0%
CCOC(=O)c1ccc(NC(=O)CCNc2c(N3CCCC3)c(=O)c2=O)cc1
  2% | -22 | -4% | 4% | -4% | -3%
O=C(NCCN1CCOCC1)c1cccc2c1C(=O)c1ccc(N3CCCC3)cc1S2(=O)=O
  -2% | -11 | / | / | -2% | /
CC(=O)c1ccc(NC(=O)C2CCCN2S(=O)(=O)c2cccs2)cc1 (centres undefined)
  9% | -8 | -18% | 3% | -6% | /
Cc1nccn1-c1cc(C(C)(C)C)nc2c(-c3ccccc3)cnn12
  -5% | 7 | 7% | 6% | -4% | 11%
COc1ccc(NC(=O)c2c(C)nn(Cc3ccccc3)c2C)cc1S(=O)(=O)N(C)C
  3% | -1 | 2% | -16% | 34%[activator] | 2%
O=C(NNC(=O)[C@H]1CC=CC[C@H]1C(=O)O)c1ccc(Cl)cc1Cl
  0% | ? | 0% | 12% | 9% | 3%
Cc1cc(=O)oc2c(C)c(OCC(=O)NCCCN3CCOCC3)ccc12
  11% | -7 | -6% | -15% | 4% | -4%
CCC(=O)c1ccc(OCC(=O)Nc2nn3cnnc3s2)cc1
  26% | 25 | -11% | -9% | -10% | 22%
Cc1cccc(-c2cc3nc4c(c(N5CCC6(CC5)OCCO6)n3n2)CCCC4)c1
  10µM* | -4 | / | / | -1% | /
CS(=O)(=O)/C(C#N)=C/c1cccn1S(=O)(=O)c1ccccc1
  11% | ? | 0% | 5% | -4% | -12%
COc1ccc(/C=N/NC(=S)NC2CCS(=O)(=O)C2)cc1 (centres undefined)
  13% | 19 | 11% | 0% | 88%[activator] | ?
O=C1CCN(Cc2ccccc2)CCN1[C@H](CSc1ccccc1)c1ccccc1
  5% | 74 | -7% | ? | -3% | -2%
O=C(c1nc2nc(-c3ccccc3)cc(C(F)(F)F)n2n1)N1CCCCC1
  ? | -37 | 6% | -1% | 5% | 0%
Cc1ccc(S(=O)(=O)N2CCOCC2)cc1NC(=O)COC(=O)c1ccc2c(c1)OCO2
  -6% | -38 | ? | -2% | 5% | -1%
COc1ccc(Cl)cc1N(CC(=O)N1CCCC1)S(C)(=O)=O
  14% | 24 | -5% | 1% | 45%[activator] | 6%
Cc1ccc(/C=C2/C(=O)NC(=O)N(Cc3ccc(F)cc3)C2=O)o1
  / | 28 | 1% | 20µM* | / | 2%
CC(=O)c1ccc(NC(=O)C2CCN(S(=O)(=O)c3cccnc3)CC2)cc1
  28% | -32 | 2% | 2% | -3% | /
CC(=O)Nc1ccc(NC(=O)Cn2nc([N+](=O)[O-])c(Br)c2C)cc1
  -2% | -7 | -7% | 0% | 0% | 3%
O=C(c1ccc2c(=O)n(Cc3ccccc3Cl)c(=S)[nH]c2c1)N1CCOCC1
  9% | -15 | 1% | 1% | 4% | /
Cc1ccc(C)c(N2CCN(c3ccncc3N)CC2)c1
  ? | ? | -12% | 15% | 0% | -19%
CC(C)c1ccc(NS(=O)(=O)c2ccc(-n3cccn3)cc2)cc1
  -21% | -33 | -8% | -7% | -5% | /
